High-throughput results deposited in PubChem by several laboratories.
CRFR2-BP ag = agonists of CRF-BP/CRF-R2 complex, primary screen, cell-based, HEK293, calcium dye fluorescence, uHTS. activation, % at 13.2 µM. AID 588473, 2011. calcium dye fluorescence (FLIPR); percent of saturating CRF peptide response. CRF-binding protein / CRF receptor 2 complex (human). 0.46% of 350,000 active;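 active = activation of at least 50%, plus an integration ratio under a set limit after plate pattern correction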;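 note: plate controls were neutral control wells without compound for no effect and CRF at EC100 for full effect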
CRFR2-BP antag = antagonists of CRF-BP/CRF-R2 complex, primary screen, cell-based, HEK293, calcium dye fluorescence, uHTS. CRF-induced calcium fluorescence. inhibition, % at 11.8 µM. 0.59% of 350,000 active;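 active = inhibition of the ligand-induced calcium signal above about 50% at the single tested concentration, limit read from the data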
CHRM4 antagonist = human M4 muscarinic receptor antagonists, primary screen, CHO cells, Fluo-8 calcium fluorescence; Muscarinic acetylcholine receptor M4 (Homo sapiens), P08173; CHO-hM4 cells, ACh EC80; inhibition, % at 3 µM; 0.73% of 360,000 active; AID 624125, 2012;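 active = inhibition above its plate's cutoff, the mean inhibition of sample wells plus 3 SD, cut at about 27% in these data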;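 note: 0% = acetylcholine EC80 with DMSO and 100% = DMSO without agonist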
Target sequence (P08173 whole entry, looked up): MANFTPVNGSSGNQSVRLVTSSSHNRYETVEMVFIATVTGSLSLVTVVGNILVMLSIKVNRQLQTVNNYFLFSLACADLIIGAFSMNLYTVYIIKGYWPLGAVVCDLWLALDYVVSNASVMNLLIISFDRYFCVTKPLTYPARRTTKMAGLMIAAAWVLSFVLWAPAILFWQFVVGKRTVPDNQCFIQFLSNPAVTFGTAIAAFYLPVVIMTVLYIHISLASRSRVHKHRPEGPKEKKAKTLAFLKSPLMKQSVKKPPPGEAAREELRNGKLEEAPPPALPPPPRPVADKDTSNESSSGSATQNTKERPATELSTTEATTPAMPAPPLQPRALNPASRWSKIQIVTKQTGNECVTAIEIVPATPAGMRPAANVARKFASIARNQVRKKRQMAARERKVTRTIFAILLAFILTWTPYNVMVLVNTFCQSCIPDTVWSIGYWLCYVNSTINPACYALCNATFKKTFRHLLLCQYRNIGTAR
M1 PAM = human M1 muscarinic receptor positive allosteric modulators, primary screen, CHO-K1 cells, Fluo-8 calcium fluorescence, 1536-well | CHO-K1 hM1, ACh EC20; 0% = ACh EC20, 100% = maximal ACh | AID 588819, 2011 | activation, % at 3 µM | Muscarinic acetylcholine receptor M1 (Homo sapiens), P11229 | 0.088% of 360,000 active; in the data active = activation above about 19%, passing the limit was not always enough
Target sequence (P11229 whole entry, looked up): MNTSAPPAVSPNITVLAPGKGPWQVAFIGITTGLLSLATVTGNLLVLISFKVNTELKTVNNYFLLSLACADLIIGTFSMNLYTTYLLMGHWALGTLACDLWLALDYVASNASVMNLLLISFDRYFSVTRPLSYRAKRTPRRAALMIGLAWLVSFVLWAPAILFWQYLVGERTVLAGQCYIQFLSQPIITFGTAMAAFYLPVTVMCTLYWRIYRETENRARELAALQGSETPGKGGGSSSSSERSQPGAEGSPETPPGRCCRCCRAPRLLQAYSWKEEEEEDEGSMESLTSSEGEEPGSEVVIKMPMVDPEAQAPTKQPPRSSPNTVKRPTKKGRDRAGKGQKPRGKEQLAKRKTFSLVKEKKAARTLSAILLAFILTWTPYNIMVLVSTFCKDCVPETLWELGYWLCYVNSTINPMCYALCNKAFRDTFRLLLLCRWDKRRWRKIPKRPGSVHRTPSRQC
CHRM4 agonist = human M4 muscarinic receptor agonists, primary screen, CHO-K1 cells, Fluo-8 calcium fluorescence | CHO-K1 hM4/Gqi5; vehicle 0%, full acetylcholine response 100% | activation, % at 3 µM | 0.14% of 360,000 active | Muscarinic acetylcholine receptor M4 (Homo sapiens), P08173 | AID 624127, 2012;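 active = activation above the run mean over all test wells plus 3 SD, cut at about 32% in these data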;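 note: peak over basal fluorescence ratio per well then scaled between controls; 0% = DMSO wells and 100% = acetylcholine at EC100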
M5 PAM = human M5 muscarinic receptor positive allosteric modulators, primary screen, CHO-K1 cells, Fluo-8 calcium fluorescence; CHO-K1 hM5, ACh EC20 PAM; 0% = ACh EC20, 100% = ACh EC100; 0.3% of 360,000 active; activation, % at 3 µM; AID 624038, 2012; Muscarinic acetylcholine receptor M5 (Homo sapiens), P08912;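 active = activation above the run cutoff, the mean activation of all test compounds plus 3 SD, cut at about 18% in these data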
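Measured by: Fluo-8 calcium fluorescence; material: human M5 receptor in CHO-K1 cells; schedule: Post-acetylcholine fluorescence recording 140 s; benchmarks: low control EC20 acetylcholine (0%), high control EC100 acetylcholine (100%); read-out: Max/basal fluorescence ratio as % of EC20–EC100 ACh window; compound: single dose, 3 µM nominal final test concentration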
M5 ag = human M5 muscarinic receptor agonists, primary screen, CHO-K1 cells, Fluo-8 calcium fluorescence; Muscarinic acetylcholine receptor M5 (Homo sapiens), P08912; CHO-K1 hM5 cells; 0% DMSO wells, 100% maximal acetylcholine response; activation, % at 3 µM; 0.19% of 360,000 active; AID 624037, 2012;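 active = activation above the run's mean over test compounds plus 3 SD, cut at about 23% in these data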;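 note: signal is peak over basal fluorescence ratio across the kinetic read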
CHRM5 antagonist = human M5 muscarinic receptor antagonists, primary screen, CHO cells, Fluo-8 calcium fluorescence. Muscarinic acetylcholine receptor M5 (Homo sapiens), P08912. CHO-hM5 cells, ACh EC80. inhibition, % at 3 µM. 0.59% of 360,000 active. AID 624040, 2012;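 active = inhibition above a per-plate cutoff, the mean of that plate's test compounds plus 3 SD, cut at about 27% in these data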;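 note: 0% = acetylcholine EC80 with DMSO and 100% = DMSO without agonist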
CHRM4 PAM = human M4 muscarinic receptor positive allosteric modulators, primary screen, CHO-K1 cells, Fluo-8 calcium fluorescence. Muscarinic acetylcholine receptor M4 (Homo sapiens), P08173. CHO-K1 hM4/Gqi5, ACh EC20; 0% = ACh EC20, 100% = maximal ACh. activation, % at 3 µM. 0.4% of 360,000 active. AID 624126, 2012;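 active = activation above its plate's cutoff, the mean activation of sample wells plus 3 SD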; note: some results filed as inactive read as strong as hits
An asterisk follows results filed as active. The order is random, and some 2.6% of all compounds hit somewhere here.

`CCOc1ccc(-c2nn(-c3ccccc3)cc2/C=C2\SC(=S)N(Cc3ccco3)C2=O)cc1` gave CRFR2-BP ag 8.3, CRFR2-BP antag -16, CHRM4 antagonist 4, M1 PAM 6, CHRM4 agonist 1, M5 PAM 13, M5 ag 4, CHRM5 antagonist -15 and CHRM4 PAM 14.
For CC(=O)NCC(=O)OCC(=O)c1ccccc1 the results were CRFR2-BP ag 2.9, CRFR2-BP antag 20, CHRM4 antagonist 0, M1 PAM -8, CHRM4 agonist 6, M5 PAM 0, M5 ag 2, CHRM5 antagonist -4 and CHRM4 PAM -1.
CC(=O)Nc1ccc(NC(=O)COc2ccc(Cl)cc2Cl)cc1 was read as CRFR2-BP ag -0.4, CRFR2-BP antag -10, CHRM4 antagonist 20, M1 PAM -11, CHRM4 agonist 23, M5 PAM -13, M5 ag 4, CHRM5 antagonist 13 and CHRM4 PAM -10.
Screening CNC(=O)COC(=O)c1ccc(NC(=O)CC#N)cc1 returned CRFR2-BP ag -1.4, CRFR2-BP antag 1, CHRM4 antagonist -1, M1 PAM 9, CHRM4 agonist 0, M5 PAM -2, M5 ag -4, CHRM5 antagonist 9 and CHRM4 PAM -4.
Screening O=C(CNC(=O)c1ccc2c(c1)OCCO2)N/N=C/c1cccc(Br)c1 returned CRFR2-BP ag -2.0, CRFR2-BP antag -22, CHRM4 antagonist 2, M1 PAM 0, CHRM4 agonist 0, M5 PAM -6, M5 ag -4, CHRM5 antagonist 4 and CHRM4 PAM -5.
Cc1cccc(CNc2ccc(S(=O)(=O)N3CCCCC3)cc2)c1 was read as CRFR2-BP ag 3.5, CRFR2-BP antag -5, CHRM4 antagonist -7, M1 PAM 3, CHRM4 agonist 4, M5 PAM -19, M5 ag -2, CHRM5 antagonist 14 and CHRM4 PAM 0.
`Cc1ccc(C(=O)OCC(=O)NC(C)c2ccccc2)s1` (configuration not stated) gave CRFR2-BP ag -1.1, CRFR2-BP antag -2, CHRM4 antagonist -2, M1 PAM 1, CHRM4 agonist 0, M5 PAM 1, M5 ag 0, CHRM5 antagonist 21 and CHRM4 PAM -1.
CCN(CC)C(=O)c1sc(NC(=O)c2cc(-c3ccc(C)s3)nc3ccccc23)c(C(=O)OC)c1C was read as CRFR2-BP ag 0.2, CRFR2-BP antag 4, CHRM4 antagonist -4, M1 PAM 7, CHRM4 agonist 2, M5 PAM -4, M5 ag -1, CHRM5 antagonist 2 and CHRM4 PAM 3.
`Cc1cc(Cl)ccc1NC(=S)N1CCN(Cc2ccccc2)CC1` gave CRFR2-BP ag 0.7, CRFR2-BP antag 1, CHRM4 antagonist 6, M1 PAM 2, CHRM4 agonist 2, M5 PAM 1, M5 ag -2, CHRM5 antagonist 1 and CHRM4 PAM 4.
Screening O=C(NCc1ccncc1)Nc1ccc(Cc2ccc(NC(=O)NCc3ccncc3)cc2)cc1 returned CRFR2-BP ag 0.8, CRFR2-BP antag -2, CHRM4 antagonist -9, M1 PAM 2, CHRM4 agonist -1, M5 PAM -2, M5 ag -1, CHRM5 antagonist -6 and CHRM4 PAM 2.
For COc1ccc(C(=O)N(CCc2ccccc2)Cc2cccs2)c(OC)c1 the results were CRFR2-BP ag 1.8, CRFR2-BP antag 0, CHRM4 antagonist 18, M1 PAM 2, CHRM4 agonist 3, M5 PAM -2, M5 ag -3, CHRM5 antagonist 8 and CHRM4 PAM -7.
Screening COc1cc(/C=N/NC(N)=S)ccc1OC(=O)c1ccc(C)cc1 returned CRFR2-BP ag 0.9, CRFR2-BP antag -3, CHRM4 antagonist -15, M1 PAM 4, CHRM4 agonist 1, M5 PAM -7, M5 ag 0, CHRM5 antagonist 9 and CHRM4 PAM -1.
Screening O=C1CSC(c2cccc([N+](=O)[O-])c2)N1C1CC2CCC1C2 (configuration not stated) returned CRFR2-BP ag -1.8, CRFR2-BP antag 8, CHRM4 antagonist 3, M1 PAM -1, CHRM4 agonist -2, M5 PAM 13, M5 ag -16, CHRM5 antagonist -5 and CHRM4 PAM -2.
Screening COC(=O)C(NC(C)=O)(Nc1ccc(Br)cn1)C(F)(F)F (configuration not stated) returned CRFR2-BP ag -1.1, CRFR2-BP antag 1, CHRM4 antagonist 1, M1 PAM 7, CHRM4 agonist 0, M5 PAM 5, M5 ag 1, CHRM5 antagonist -6 and CHRM4 PAM -2.
Screening CC(C)C(C)NC(=O)CN1C(=O)NC(C)(c2ccc3ccccc3c2)C1=O (configuration not stated) returned CRFR2-BP ag -0.4, CRFR2-BP antag 25, CHRM4 antagonist -7, M1 PAM 9, CHRM4 agonist 3, M5 PAM -3, M5 ag -1, CHRM5 antagonist 1 and CHRM4 PAM 2.
For COc1ccc(CNC(=O)CN(C(=O)CCC(=O)Nc2ccccn2)c2ccc(C)cc2)cc1 the results were CRFR2-BP ag -0.6, CRFR2-BP antag -54, CHRM4 antagonist -6, M1 PAM 10, CHRM4 agonist 2, M5 PAM 0, M5 ag -1, CHRM5 antagonist 3 and CHRM4 PAM 8.
Screening O=C(Nc1ccc(Nc2ccccc2)cc1)c1ccc(F)cc1 returned CRFR2-BP ag 3.8, CRFR2-BP antag -20, CHRM4 antagonist -4, M1 PAM 5, CHRM4 agonist 7, M5 PAM -2, M5 ag -3, CHRM5 antagonist 4 and CHRM4 PAM -2.
Screening CC(C)n1ncc2c(C(=O)NCc3cccnc3)cc(C3CC3)nc21 returned CRFR2-BP ag 0.1, CRFR2-BP antag 2, CHRM4 antagonist -10, M1 PAM 0, CHRM4 agonist 4, M5 PAM -3, M5 ag 3, CHRM5 antagonist 0 and CHRM4 PAM 0.
CC1CCN(C2(O)C(=O)Nc3ccc([N+](=O)[O-])cc32)CC1 (configuration not stated) was read as CRFR2-BP ag -3.8, CRFR2-BP antag -9, CHRM4 antagonist -9, M1 PAM 14, CHRM4 agonist 2, M5 PAM 1, M5 ag -7, CHRM5 antagonist -8 and CHRM4 PAM 7.
Screening CCOC(=O)N1CCN(C(=O)c2ccc3c(=O)n(-c4ccccc4F)c(=S)[nH]c3c2)CC1 returned CRFR2-BP ag 0.1, CRFR2-BP antag -7, CHRM4 antagonist -11, M1 PAM -3, CHRM4 agonist 0, M5 PAM -2, M5 ag 3, CHRM5 antagonist 5 and CHRM4 PAM 6.
`Cc1ccc(NC(=S)NC(=O)/C=C/c2ccco2)c(O)c1` gave CRFR2-BP ag 3.3, CRFR2-BP antag 12, CHRM4 antagonist 3, M1 PAM -2, CHRM4 agonist 0, M5 PAM 7, M5 ag -1, CHRM5 antagonist -5 and CHRM4 PAM -5.
For Cc1ccc(NC(=O)/C(Cl)=C\c2ccccc2)cc1 the results were CRFR2-BP ag -0.5, CRFR2-BP antag -4, CHRM4 antagonist -2, M1 PAM 2, CHRM4 agonist -2, M5 PAM 5, M5 ag -3, CHRM5 antagonist 4 and CHRM4 PAM 2.
For Cc1cccc(C)c1OCc1n[nH]c(=S)n1N the results were CRFR2-BP ag -0.2, CRFR2-BP antag 1, CHRM4 antagonist 4, M1 PAM 12, CHRM4 agonist 2, M5 PAM 5, M5 ag 0, CHRM5 antagonist 4 and CHRM4 PAM 14.
Cc1ccc(C)c2sc(NC(=O)c3ccc(N4CCCCC4)c([N+](=O)[O-])c3)nc12 was read as CRFR2-BP ag 0.3, CRFR2-BP antag -5, CHRM4 antagonist 0, M1 PAM 1, CHRM4 agonist 1, M5 PAM 3, M5 ag 1, CHRM5 antagonist -3 and CHRM4 PAM -2.
For CC(=O)C(C)Oc1ccc2c3c(c(=O)oc2c1C)CCCC3 (configuration not stated) the results were CRFR2-BP ag -0.6, CRFR2-BP antag -37, CHRM4 antagonist -22, M1 PAM 2, CHRM4 agonist 6, M5 PAM -6, M5 ag 2, CHRM5 antagonist 3 and CHRM4 PAM 8.
`O=C(CNc1cccc([N+](=O)[O-])c1)NC(=O)NC1CCCCC1` gave CRFR2-BP ag -2.2, CRFR2-BP antag -9, CHRM4 antagonist -6, M1 PAM 4, CHRM4 agonist 3, M5 PAM 0, M5 ag 4, CHRM5 antagonist 8 and CHRM4 PAM -2.
For COCCCNc1nc2nonc2nc1NCCSC the results were CRFR2-BP ag 2.2, CRFR2-BP antag 13, CHRM4 antagonist -3, M1 PAM 3, CHRM4 agonist 2, M5 PAM 4, M5 ag 2, CHRM5 antagonist 2 and CHRM4 PAM 10.
Screening NS(=O)(=O)c1ccc(N2C(=O)CCCC2=O)cc1 returned CRFR2-BP ag -0.5, CRFR2-BP antag 13, CHRM4 antagonist -2, M1 PAM 6, CHRM4 agonist 0, M5 PAM -6, M5 ag 0, CHRM5 antagonist 5 and CHRM4 PAM 8.
Cc1cc(C(=O)CN2C(=O)C(=O)N(C3CCCC3)C2=O)c(C)n1-c1ccc(F)cc1 was read as CRFR2-BP ag -2.5, CRFR2-BP antag 25, CHRM4 antagonist 1, M1 PAM -9, CHRM4 agonist 10, M5 PAM -9, M5 ag -7, CHRM5 antagonist 9 and CHRM4 PAM -17.
`CC(=O)Nc1ccc(S(=O)(=O)N2CCN(c3ccc(C)c(Cl)c3)CC2)cc1` gave CRFR2-BP ag 0.3, CRFR2-BP antag -4, CHRM4 antagonist -19, M1 PAM 16, CHRM4 agonist 2, M5 PAM -4, M5 ag 0, CHRM5 antagonist 0 and CHRM4 PAM 7.

Some of these compounds in order of SMILES length, lowest first:
For COCCCNc1nc2nonc2nc1NCCSC the results were CRFR2-BP ag 2.2, CRFR2-BP antag 13, CHRM4 antagonist -3, M1 PAM 3, CHRM4 agonist 2, M5 PAM 4, M5 ag 2, CHRM5 antagonist 2 and CHRM4 PAM 10.
`O=C(CNc1cccc([N+](=O)[O-])c1)NC(=O)NC1CCCCC1` gave CRFR2-BP ag -2.2, CRFR2-BP antag -9, CHRM4 antagonist -6, M1 PAM 4, CHRM4 agonist 3, M5 PAM 0, M5 ag 4, CHRM5 antagonist 8 and CHRM4 PAM -2.
Cc1cc(C(=O)CN2C(=O)C(=O)N(C3CCCC3)C2=O)c(C)n1-c1ccc(F)cc1 was read as CRFR2-BP ag -2.5, CRFR2-BP antag 25, CHRM4 antagonist 1, M1 PAM -9, CHRM4 agonist 10, M5 PAM -9, M5 ag -7, CHRM5 antagonist 9 and CHRM4 PAM -17.
